Source: PubChem BioAssay (The Scripps Research Institute Molecular Screening Center)
MITF inh – blocks human microphthalmia-associated transcription factor | O75030 | inhibition, % at 2.6 µM | 650,000 tested, 0.91% active | AlphaScreen MITF homodimerization, bead proximity signal; in the data active = inhibition above about 50%;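 also: 0% = vehicle wells with protein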
FBW7 act – human FBW7 E3 ligase activation, primary screen. AlphaScreen FBW7–phospho-cyclin E peptide binding, activator screen. AID 1259310. 650,000 tested, 0.13% active. normalized activity (activation), % at 26.1 µM; in the data active = normalized activity above about 1.9%;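 also: purified mutant Fbw7 with reduced substrate affinity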
Target sequence (Q969H0 whole entry, looked up): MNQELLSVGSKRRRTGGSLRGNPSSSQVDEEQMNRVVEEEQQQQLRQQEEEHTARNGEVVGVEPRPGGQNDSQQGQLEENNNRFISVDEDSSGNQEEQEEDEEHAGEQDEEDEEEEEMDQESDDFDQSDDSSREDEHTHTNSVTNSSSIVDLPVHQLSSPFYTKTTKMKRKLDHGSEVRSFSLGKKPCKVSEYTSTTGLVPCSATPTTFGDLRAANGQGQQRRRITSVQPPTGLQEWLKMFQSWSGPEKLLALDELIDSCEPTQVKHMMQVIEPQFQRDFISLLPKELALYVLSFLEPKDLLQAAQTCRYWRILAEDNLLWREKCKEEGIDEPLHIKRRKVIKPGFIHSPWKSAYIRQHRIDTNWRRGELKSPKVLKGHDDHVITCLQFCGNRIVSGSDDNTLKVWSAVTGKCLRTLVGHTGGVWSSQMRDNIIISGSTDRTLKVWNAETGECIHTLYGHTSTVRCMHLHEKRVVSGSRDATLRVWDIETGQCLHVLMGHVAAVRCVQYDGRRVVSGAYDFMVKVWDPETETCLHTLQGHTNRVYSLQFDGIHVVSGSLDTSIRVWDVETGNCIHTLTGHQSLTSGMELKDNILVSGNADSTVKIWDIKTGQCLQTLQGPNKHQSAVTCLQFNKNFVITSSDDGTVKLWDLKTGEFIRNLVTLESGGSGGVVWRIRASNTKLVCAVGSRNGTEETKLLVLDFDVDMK
GPR151 ag – activates the human receptor GPR151. PathHunter beta-arrestin GPR151 cells, luminescence. Q8TDV0. AID 1508602. 650,000 tested, 1% active. activation, % at 11.2 µM; in the data active = activation above about 4.9%;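 also: 0% = median of compound wells and 100% = cells with positive control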
TEAD-YAP block – TEAD-YAP interaction inhibition. HEK-TIYL cells, TEAD-Gal4/YAP UAS-luciferase luminescence. inhibition, % at 9.12 µM. 640,000 tested, 1.4% active. AID 1259422; in the data active = inhibition above about 32%;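 also: 0% = median of test compound wells and 100% = reference inhibitor wells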
Active calls of the source: *; / = no result given.

The line under a structure holds: MITF inh | GPR151 ag | TEAD-YAP block | FBW7 act
> CC(=O)Oc1ccc2c(C)c(C)c(=O)oc2c1C
→ 8 | 4.5 | -4 | 0.1
> CCOC(=O)C(=O)Nc1nnc(C2CCCCC2)s1
→ -13 | -1.4 | 6 | -0.1
> COc1ccccc1CNC(=O)Cn1cnc2sc(C(=O)NC3CCCCC3)c(C)c2c1=O
→ 11 | -0.3 | 11 | 0.5
> Cc1nc2c(C(=O)NC3CC3)cnn2c(C)c1Cc1cccc(Br)c1
→ 5 | 0.2 | 11 | 0.1
> O=C(Nc1ccccc1)c1cnc(N2CCCC2CO)s1 (centres undefined)
→ -1 | -0.7 | -88 | -0.1
> COc1ccc(CCNC(=O)c2cccc(Nc3ccc(-n4ccnc4)cc3)c2)cc1
→ 10 | 1.8 | 3 | -0.1
> O=c1[nH]c(=O)n(C2OCCC2Cl)cc1F (centres undefined)
→ 7 | 2.3 | 2 | -0.1
> CCOc1cc(C(=O)NC2CCSC2=O)cc(OCC)c1OCC (centres undefined)
→ -4 | 1.7 | 10 | 0.1
> C=CCNC(=S)NNC(=O)c1cc2ccccc2o1
→ 18 | -1.5 | -16 | 1.0
> NC1=NC(=O)/C(=C\c2cc([N+](=O)[O-])ccc2O)S1
→ 19 | 1.9 | 2 | 0.1
> COc1ccc(N2CCN(S(=O)(=O)c3cccc4nsnc34)CC2)cc1
→ 5 | 0.0 | 2 | -0.1
> C/C(CC(=O)Nc1cccc2c1CCCC2)=N\NC(=O)c1ccccc1O
→ 16 | 0.5 | -18 | -0.1
> COc1ccccc1C1CN(Cc2ccccn2)Cc2ccccc2O1 (centres undefined)
→ 22 | 2.0 | 1 | -0.1
> O=C(Nc1cccc(C(F)(F)F)c1)c1cccc(C(=O)Nc2cccc(C(F)(F)F)c2)c1
→ 13 | -1.0 | 9 | 0.1
> Nc1ccccc1C(=O)Nc1cc(C(=O)O)cc(C(=O)O)c1
→ 7 | -0.7 | 7 | 0.1
> C=CCn1c(=S)n(CC=C)c2ccccc21
→ 2 | -0.5 | 4 | -0.1
> CC(=O)Nc1sc(C)c(-c2ccccc2)c1C(=O)NCc1cccnc1
→ 3 | -1.1 | -3 | 0.2
> CCCCOC(=O)CN1C(=O)c2ccc(C(=O)OCCCC)cc2C1=O
→ -9 | 0.0 | 7 | 0.0
> CCOC(=O)c1ccc(OCC2c3cc(OC)c(OC)cc3CCN2C(=O)Cc2ccccc2)cc1 (centres undefined)
→ -3 | 1.1 | -9 | 0.0
> O=S(=O)(/N=C1\Cc2cccc3cccc1c23)c1ccccc1
→ 1 | 1.6 | -1 | 0.0
> Cc1cccc(N(CC(=O)Nc2c(C)n(C)n(-c3ccccc3)c2=O)S(=O)(=O)c2ccccc2)c1C
→ -3 | 3.0 | 4 | -0.1
> Cc1cc(C(=O)COC(=O)c2ccc3ncsc3c2)c(C)n1-c1ccc2c(c1)OCO2
→ 6 | 3.1 | 12 | 0.0
> O=C(c1ccccc1)C(Br)C(=O)c1ccccc1
→ 4 | 1.4 | -20 | -0.1
> O=C(O)CCC(NC(=O)C1CCCN1C(=O)OCc1ccccc1)C(=O)O (centres undefined)
→ 15 | 0.3 | 6 | 0.0
> Cc1ccc(C(CCNCc2ccco2)c2ccco2)cc1 (centres undefined)
→ -4 | 1.6 | -11 | -0.2
> C=CCc1cc(C)ccc1OCCOCCN(C)C
→ 18 | -1.7 | 0 | -0.1
> COc1ccccc1N1CCN(c2ncnc3sc(C)cc23)CC1
→ -6 | 0.7 | 2 | -0.1
> CCSc1nc2sccn2c(=O)c1C(=O)Nc1ccccc1
→ 5 | 0.2 | 8 | -0.1
> COc1ccc(N2Cc3ccccc3C2=NC(=O)c2cccnc2Cl)cc1
→ -8 | -7.0 | -47 | -0.5
> O=[N+]([O-])c1cccc(CSC2=NCCN2S(=O)(=O)c2ccc(F)cc2)c1
→ 4 | -2.1 | -12 | -0.3
> Cc1nc2ccc(NC(=O)N(C)C)cc2nc1C
→ 4 | -0.3 | -5 | 0.4
> O=C(Cc1ccc(F)cc1)Nc1nnc(SCC(=O)N2CCCCCC2)s1
→ 12 | -0.5 | 8 | 0.1
> O=C(Oc1ccc(OC(=O)c2ccccc2)cc1)c1ccccc1
→ 0 | 0.3 | -4 | 0.0
> CCc1ccc(C2c3[nH]c4ccccc4c3CCN2C(=O)c2cc[n+]([O-])cc2)cc1 (centres undefined)
→ 11 | 1.2 | -1 | 0.2
> Cc1csc(C(C)N(C)C(=O)Cn2nnnc2CN2CCC(C)CC2)n1 (centres undefined)
→ 9 | 1.0 | 4 | -0.1
> CCC(CC)C(=O)N1CCCC(c2nc(-c3ccc(OC)c(OC)c3)no2)C1 (centres undefined)
→ 12 | 0.1 | -11 | 0.2
> Cc1ccc2nc(C)c(C(=O)N3CCCC3)n2c1
→ -2 | -0.8 | 5 | 0.2
> Cc1nc2c(c(=O)[nH]1)CN(Cc1cc3ccccc3nc1N(C)C)CC2
→ -5 | 0.4 | 4 | 0.0
> O=[N+]([O-])c1ccccc1S(=O)Cc1ccccc1Cl (centres undefined)
→ -2 | 2.0 | 0 | 0.0
> Cn1cccc1/C=N/NC(=O)c1ccc(=O)n(C)c1
→ 3 | 0.6 | -1 | -0.1
> Nc1n[nH]c2cc(-n3cc(C(=O)NCC(O)c4ccc(Cl)cc4)nn3)ccc12 (centres undefined)
→ -2 | -0.4 | 1 | -0.1
> CC1(C)CC2(CCO1)Cc1ccccc1C2=O (centres undefined)
→ -17 | -0.3 | 14 | -0.3
> CCOc1ccc(NC(=O)C2CCN(C(=O)c3ccc(Br)cc3)CC2)cc1
→ 0 | -0.1 | -11 | 0.0
> CCCCCCC1COC(c2ccc(OCC)cc2)OC1 (centres undefined)
→ -1 | 0.1 | 18 | 0.5
> COc1ccc(CNC(=O)CCCCCn2nnc3ccccc3c2=O)cc1
→ -2 | 1.4 | -3 | 0.0
> COc1ccc(CN(C)CCN(C)C)c(OC)c1C
→ 9 | 6.6* | 4 | 0.0
> COc1ccc(C(=O)N/N=C/c2cccc(OC)c2)cc1
→ -5 | -0.7 | -67 | -0.1
> COc1ccc(C(=O)NCc2ccccc2Cl)cc1OC
→ -6 | 1.2 | -9 | 0.0
> C=CCOc1ccccc1CN[C@@H]1C[C@@H](C(=O)NC)N(CC(C)C)C1
→ -2 | 0.1 | -7 | 0.0
> O=S(=O)(c1cccc(F)c1)N1CCC(c2nc3ccccc3o2)CC1
→ 9 | 0.3 | 3 | 0.1
> CC(=O)Nc1ccc(Oc2ccc(Cl)cc2)c(Cl)c1
→ -36 | -0.6 | -15 | -0.1
> O=C(c1cc(Cc2ccc(F)cc2)no1)N1CCN(C(=O)c2cccs2)CC1
→ 7 | 1.4 | -38 | 0.3
> CCC(=O)Nc1cc(C(=O)O)ccc1C
→ 6 | 5.9* | 1 | 0.1
> COc1ccc(/C(C)=N\NC(=O)c2cnccn2)cc1
→ 14 | -1.1 | -28 | 0.0
> Cc1cc2nnc(SCC(=O)Nc3ccc(Cl)c(C(F)(F)F)c3)n2c2ccccc12
→ 8 | 1.3 | -8 | 0.2
> COc1ccccc1C(=O)Nc1cc2nn(-c3ccccc3)nc2cc1C
→ 3 | -0.4 | -1 | 0.0
> CCn1nc(CC(C)C)cc1C(=O)N1CCCC(N2CCOCC2)C1 (centres undefined)
→ 8 | 0.4 | 6 | -0.1
> COc1ccccc1CNC(=O)CN(c1ccccc1)C(C)C
→ -1 | -1.8 | -4 | -0.1
> CCOC(=O)c1c(C)c(C(=O)NCc2ccco2)c(C)n1C
→ 15 | -0.4 | 7 | 0.0
> Cc1ccc(NC(=O)/C=C/C(=O)O)c([N+](=O)[O-])c1
→ 19 | 0.3 | -3 | 0.0

Profiles as entered above. Screens in order: MITF inh	GPR151 ag	TEAD-YAP block	FBW7 act
Results for O=C(Oc1ccc(OC(=O)c2ccccc2)cc1)c1ccccc1 : 0	0.3	-4	0.0
Results for CCC(=O)Nc1cc(C(=O)O)ccc1C : 6	5.9*	1	0.1
Results for CCc1ccc(C2c3[nH]c4ccccc4c3CCN2C(=O)c2cc[n+]([O-])cc2)cc1 (centres undefined) : 11	1.2	-1	0.2

Four structures already listed, ordered by number of heavy atoms, lowest first:
The line under a structure holds: MITF inh | GPR151 ag | TEAD-YAP block | FBW7 act
> Cc1ccc2nc(C)c(C(=O)N3CCCC3)n2c1
→ -2 | -0.8 | 5 | 0.2
> COc1ccc(/C(C)=N\NC(=O)c2cnccn2)cc1
→ 14 | -1.1 | -28 | 0.0
> CCOC(=O)c1c(C)c(C(=O)NCc2ccco2)c(C)n1C
→ 15 | -0.4 | 7 | 0.0
> CCC(CC)C(=O)N1CCCC(c2nc(-c3ccc(OC)c(OC)c3)no2)C1 (centres undefined)
→ 12 | 0.1 | -11 | 0.2

The listing continues:
The line under a structure holds: MITF inh | GPR151 ag | TEAD-YAP block | FBW7 act
> O=C(CSC1c2ccccc2C(=O)N1Cc1ccccc1)Nc1nccs1 (centres undefined)
→ 4 | 0.7 | 2 | 0.3
> CSc1ccc(S(=O)(=O)N(CC(=O)NC(C)C)c2ccc(C)cc2)cc1
→ -1 | -0.5 | 3 | 0.0
> CC(=O)c1cc2c(cc1NC(=O)c1cc(S(=O)(=O)N3CCCC3)cn1C)OCO2
→ 6 | 0.7 | -11 | -0.1
> COc1ccc(NC(=O)CSc2nc3ccc(NC(=O)c4ccccc4F)cc3s2)cc1
→ 5 | 1.0 | -11 | 0.1
> O=C(c1ccccc1I)N1CCCc2ccccc21
→ -2 | 1.5 | 3 | 0.0
> CC(C)[C@@H](OCc1ccccc1)[C@H](C)CO/N=C1/[C@H]2CCn3c(=O)n(-c4ccccc4)c(=O)n3[C@H]2[C@H](O)[C@@H]2O[C@H]12
→ -4 | 0.0 | / | 0.1
> Cc1cccc(NC(=O)C2C3C=CC4(O3)C2C(=O)N(CCCN2CCOCC2)C4C(=O)NC2CCCCC2C)c1 (centres undefined)
→ -3 | 3.3 | -11 | -0.2
> CC(C)(C)C(=O)NCC(c1ccco1)N1CCN(c2ccccc2F)CC1 (centres undefined)
→ 8 | -0.5 | -2 | 0.4
> COc1ccc(C(=O)NC(C)C2COc3ccccc3O2)c(OC)c1 (centres undefined)
→ 6 | -1.9 | 9 | 0.1
> O=C(O)C1CCCCN1C(=O)c1ccccc1 (centres undefined)
→ -6 | 0.8 | 0 | 0.9
> O=C(Nc1ccc(F)cc1F)c1ccc([N+](=O)[O-])o1
→ -8 | -1.0 | -7 | 0.0
> O=C(OCc1ccccc1[N+](=O)[O-])C(F)(F)F
→ -2 | 1.6 | 7 | 0.0
> Cc1[nH]c2ccccc2c1/C=C/c1nc2ccccc2c(=O)n1-c1ccccc1[N+](=O)[O-]
→ -4 | -0.7 | -1 | 0.0
> CCc1nnc(NC(=O)C(C)Cl)s1 (centres undefined)
→ 8 | 0.3 | 4 | 0.0
> O=C(CSc1nc2ccccc2c(=O)n1CC1CCCO1)Nc1ccccc1C(F)(F)F (centres undefined)
→ 7 | -1.2 | 7 | 0.2
> C/C(=N\Nc1nc(C)cc(=O)[nH]1)c1ccc(F)cc1
→ 9 | 1.3 | -11 | 0.3
> COCCOCC(=O)N1c2ccccc2C(C)(c2ccc(Cl)cc2)CC1(C)C (centres undefined)
→ 2 | -0.9 | 4 | -0.1
> COc1ccc(CNC(=O)C2=Cc3sc(C)c(C)c3CS2)cc1
→ 3 | 1.0 | 5 | -0.1
> Cc1ccc(S(=O)(=O)N2CCCCC2)cc1-c1nnc2c3ccccc3c(C)nn12
→ -4 | 0.3 | -7 | -0.1
> CCn1c(SCC(=O)N2c3ccccc3CC2C)nnc1C(C)C (centres undefined)
→ 11 | -0.9 | 4 | 0.4
> CC[n+]1cccc(C(=O)N/N=C/c2c[nH]c3ccccc23)c1
→ -2 | -1.0 | 13 | -0.2
> Cc1cnc(Nc2ccc(N3CCOCC3)cc2)nc1Nc1ccccc1C(N)=O
→ -8 | 0.0 | 93* | -0.2
> CC(=O)N/C(=C\c1cccnc1)C(=O)NC(C)(C)C
→ -7 | 1.0 | -3 | 0.2
> CC1CCCCN1C(=O)CSc1nnc(-c2ccncc2)n1C1CCCCC1 (centres undefined)
→ -10 | 0.7 | -8 | 0.0
> Cc1ccc(C2CC(=O)Nc3sc(C(N)=O)c(N)c32)cc1 (centres undefined)
→ -1 | -1.9 | -5 | -0.1
> O=C1c2ccccc2S(=O)(=O)N1Sc1ccc2cnccc2c1
→ -3 | -0.9 | -8 | 0.2
> Cc1ccc2c(c1)c(=O)c1ccccc1n2CCCC(=O)Nc1ccc(F)cc1F
→ -2 | 0.6 | -7 | 0.3
> Cc1cccc(NC(=O)CSc2cn(Cc3ccc(F)cc3)c3ccccc23)c1C
→ -15 | -0.5 | 5 | -0.1
> CC1CN(C(=O)Cn2cc(SCC(N)=O)c3ccccc32)CC(C)O1 (centres undefined)
→ 15 | -0.7 | 0 | 0.0
> CCOC(=O)c1ccc(NC(=S)N2CCOCC2)cc1
→ 8 | 3.6 | -11 | -0.1
> Oc1cccc2nc(-c3ccc(F)cc3)c(-c3ccc(F)cc3)nc12
→ 0 | 0.8 | -6 | -0.2
> CC(C)NC(=S)NNc1ccccc1[N+](=O)[O-]
→ 19 | 1.5 | 4 | -0.1
> O=C(COc1ccccc1F)OCCN1CCCC1
→ 57* | -0.9 | -8 | 0.5
> CCN(CC(=O)Nc1ccc(Br)cc1)CC(=O)Nc1cc(C)on1
→ 5 | -0.9 | 19 | 0.0
> CN(C)N/C(=C\C(=O)C(F)(F)F)c1ccc([N+](=O)[O-])cc1
→ -2 | 0.7 | -5 | -0.1
